# Screening results deposited in PubChem BioAssay by Sanford-Burnham Center for Chemical Genomics.
# SENP6 inh: SENP6 protease inhibitors, primary screen, biochemical, luminescence, uHTS. inhibition, % at 10 µM. 330,000 tested, 1.8% active. Recombinant SENP6 catalytic domain, aminoluciferin luminescence. AID 2599, 2010. Sentrin-specific protease 6 (Homo sapiens), Q9GZR1;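 active = inhibition above about 50% at the single tested dose, limit read from the data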;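 also: plate controls were DMSO wells with enzyme for no effect and DMSO wells lacking enzyme for full effect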
# SENP1 FRET inh: human SENP1 catalytic domain inhibitors, primary screen, biochemical, FRET, uHTS | Sentrin-specific protease 1 (Homo sapiens), Q9P0U3 | recombinant SENP1 catalytic domain, CyPet-SUMO1-YPet FRET cleavage | inhibition, % at 10 µM | 360,000 tested, 0.21% active;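 active = inhibition at least 30% at 10 µM, raw YFP signal under a set limit, fluorescence ratio 0.5 to 1.5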;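 also: 0% = enzyme with DMSO and 100% = no enzyme wells; some results filed as inactive read as strong as hits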
#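 Test system: hSENP1 catalytic domain, recombinant; Amount: 20 pM final SENP1 enzyme; Medium: Tris pH 8 buffer plus EDTA, NaCl, BME, BSA, NP40, catalase; Schedule: 50 min enzyme reaction, room temperature, light-protected; Technique: FRET fluorescence in CFP and YFP emission channels; Controls: no-enzyme wells low, DMSO-plus-enzyme wells high control.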
# PfG6PD inh: PfG6PD enzyme inhibitors, primary screen, biochemical, fluorescence intensity, uHTS; glucose-6-phosphate dehydrogenase-6-phosphogluconolactonase (Plasmodium falciparum 3D7); 350,000 tested, 0.78% active; AID 504690, 2011; PfGluPho enzyme, NADPH resazurin-diaphorase fluorescence; inhibition, % at 20 µM;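 active = inhibition reaching at least a set limit at 20 µM in the primary screen, cut at about 59% in these data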;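 also: 0% = DMSO wells with substrate and 100% = DMSO wells lacking glucose-6-phosphate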
# SENP7 block: SENP7 protease inhibitors, primary screen, biochemical, luminescence, uHTS; Sentrin-specific protease 7 (Homo sapiens), Q9BQF6; recombinant SENP7, Z-RLRGG-aminoluciferin luminescence, 40 min; inhibition, % at 5 µM; 330,000 tested, 1.5% active;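 active = inhibition above about 50% at the single test dose, limit read from the data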;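 also: plate controls were DMSO with enzyme for no effect and no enzyme buffer wells for full effect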
# SENP8 block-1: SENP8 protease inhibitors, primary screen, biochemical, luminescence | AID 2540, 2010 | purified SENP8, Z-RLRGG-aminoluciferin cleavage | Sentrin-specific protease 8 (Homo sapiens), Q96LD8 | 330,000 tested, 1.2% active | inhibition, % at 10 µM; in the data active = inhibition above about 50%
# HKDC1 inh: HKDC1 hexokinase inhibitors, primary screen, biochemical, fluorescence, uHTS | inhibition, % at 20 µM | recombinant HKDC1, G6PDH/diaphorase resazurin coupled fluorescence | Q2TB90 | 340,000 tested, 0.16% active;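 active = inhibition above about 35% when tested at 20 µM, limit read from the data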;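 also: plate controls were DMSO wells with enzyme for no effect and DMSO wells lacking enzyme for full effect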
#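 Test system: recombinant HKDC1 (HK5) hexokinase enzyme, produced in-house; Amount: enzyme 5 µg/mL final; Buffer or medium: Tris pH 8.0 buffer with MgCl2, Tween-20, BSA, BME; Reagent: glucose and ATP substrates; Doses: 20 µM test compound, 1% DMSO; Incubation: 90 min reaction incubation at room temperature, dark; Detection: resorufin fluorescence at 613 nm.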
# Apaf-1 inh: inhibitors of human Apaf-1 apoptosome, primary screen, biochemical, DEVD-Rh110 fluorescence, uHTS | Apoptotic protease-activating factor 1 (Homo sapiens), O14727 | reconstituted apoptosome caspase-3 activity | inhibition, % at 20 µM | 330,000 tested, 0.71% active | AID 489030, 2010; active = inhibition of at least 40% at 20 µM;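 also: plate controls were DMSO wells for no effect and DEVD-CHO caspase inhibitor wells for full effect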
# Target sequence (O14727 whole entry, looked up): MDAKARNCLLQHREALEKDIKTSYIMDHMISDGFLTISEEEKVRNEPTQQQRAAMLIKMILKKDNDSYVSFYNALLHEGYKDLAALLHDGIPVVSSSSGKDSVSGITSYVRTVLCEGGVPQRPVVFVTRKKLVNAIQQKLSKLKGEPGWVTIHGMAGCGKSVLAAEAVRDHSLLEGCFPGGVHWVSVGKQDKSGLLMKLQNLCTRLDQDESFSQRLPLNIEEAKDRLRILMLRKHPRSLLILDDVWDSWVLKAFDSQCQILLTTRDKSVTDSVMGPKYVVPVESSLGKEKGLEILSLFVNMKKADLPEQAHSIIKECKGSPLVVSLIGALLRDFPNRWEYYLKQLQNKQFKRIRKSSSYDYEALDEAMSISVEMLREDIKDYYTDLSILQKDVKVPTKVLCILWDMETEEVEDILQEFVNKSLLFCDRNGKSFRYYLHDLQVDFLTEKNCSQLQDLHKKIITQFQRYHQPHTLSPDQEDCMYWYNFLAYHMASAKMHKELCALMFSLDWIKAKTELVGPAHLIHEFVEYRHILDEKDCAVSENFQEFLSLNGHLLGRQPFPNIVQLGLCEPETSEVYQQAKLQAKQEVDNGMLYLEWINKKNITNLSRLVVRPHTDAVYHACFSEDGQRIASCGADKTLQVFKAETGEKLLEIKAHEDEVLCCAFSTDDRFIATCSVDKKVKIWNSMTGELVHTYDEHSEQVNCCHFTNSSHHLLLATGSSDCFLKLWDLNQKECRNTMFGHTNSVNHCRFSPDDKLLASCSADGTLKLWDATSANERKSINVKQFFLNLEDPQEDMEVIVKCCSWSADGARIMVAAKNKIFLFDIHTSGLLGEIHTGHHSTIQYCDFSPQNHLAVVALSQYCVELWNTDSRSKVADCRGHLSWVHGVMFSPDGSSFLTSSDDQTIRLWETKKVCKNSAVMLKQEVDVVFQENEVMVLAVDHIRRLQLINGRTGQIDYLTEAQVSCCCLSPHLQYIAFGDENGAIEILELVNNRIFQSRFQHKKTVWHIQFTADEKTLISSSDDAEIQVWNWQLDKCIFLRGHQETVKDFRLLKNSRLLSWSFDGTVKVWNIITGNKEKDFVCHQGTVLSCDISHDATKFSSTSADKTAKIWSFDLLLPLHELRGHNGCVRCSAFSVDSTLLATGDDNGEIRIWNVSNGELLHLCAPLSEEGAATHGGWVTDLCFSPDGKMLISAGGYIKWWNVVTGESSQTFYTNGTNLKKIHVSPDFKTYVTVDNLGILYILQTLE
#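 Material: reconstituted apoptosome with Apaf-1, cytochrome c, caspase-9, procaspase-3, dATP; medium: pH 7.5 Hepes buffer with CHAPS, BSA, DTT; also added: cytochrome c and DEVD-Rh110 substrate; timing: 30 min plus 50 min, RT; signal: Rh110 fluorescence intensity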
# NLRP3 yeast inh: NALP3 inflammasome inhibitors in reconstituted yeast, primary screen, luminescence, uHTS; Yeast reconstituted NLRP3/ASC/caspase-1, beta-gal luminescence, 24 h; 330,000 tested, 0.39% active; inhibition, % at 10 µM;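 active = inhibition of 50% or more; inactive = inhibition below 50%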;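 also: plate controls were induced DMSO wells for no effect and uninduced yeast grown without galactose for full effect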
# SENP8 block-2: human SENP8 protease inhibitors, primary screen, biochemical, fluorescence, Nedd8 protein substrate, uHTS; Sentrin-specific protease 8 (Homo sapiens), Q96LD8; recombinant SENP8; inhibition, % at 20 µM; 360,000 tested, 0.64% active; AID 602440, 2012; in the data active = inhibition mostly above about 40%, no sharp cut-off; inactive = mostly below about 27%
# Numbers without * were called inactive; i = inactive; . = not tested or not shown.
smiles	SENP6 inh	SENP1 FRET inh	PfG6PD inh	SENP7 block	SENP8 block-1	HKDC1 inh	Apaf-1 inh	NLRP3 yeast inh	SENP8 block-2
Cc1ccc(OCCn2cnc3c2c(=O)n(C)c(=O)n3C)cc1	-3	0	-18	0	2	2	5	6	8
COc1nnc(-c2ccc(C(=O)N3C[C@@H]4C[C@H](C3)c3cccc(=O)n3C4)cc2)c2ccccc12	.	1	-23	.	.	1	.	.	28
Cc1ccc2nc(/N=C(\N)NC(=O)NC3CCCCC3)nc(C)c2c1	7	-3	4	-4	0	5	15	32	-38
CS(=O)(=O)N1CCN(C(=O)NC23CC4CC(CC(C4)C2)C3)CC1	-11	-1	-8	6	6	-7	1	14	18
COc1cc(OC)c(OC)cc1CN1CCN(Cc2ccc(C(F)(F)F)cc2)CC1	0	3	0	10	3	-1	13	19	13
Cc1sc2ncnc(SCC(=O)N3CCCC3=O)c2c1C	-3	-3	23	1	-5	5	7	11	7
O=c1[nH]c(=O)n(C(c2ccccc2)(c2ccccc2)c2ccccc2)cc1N(CCO)CCO	.	0	2	.	.	-2	.	.	28
Cc1ccc(-n2nc3ccc(N)cc3n2)cc1C	91*	-26	-8	32	82*	12	80*	21	-446
COC(=O)c1ccc(NC(=O)c2ccccc2C(=O)Nc2ccc(C(=O)OC)cc2)cc1	-7	2	4	2	-3	-1	2	17	18
O=[N+]([O-])c1ccc(-c2cn(-c3ccccc3)c(=S)[nH]2)cc1	4	8	31	4	5	-4	-1	22	24
Cc1c(C)n(C)c2ccc(C(=O)NCCCN3CCN(c4ccc(F)cc4)CC3)cc12	-19	-6	8	20	3	-2	25	17	-36
CCOc1cccc(-c2nn3c(-c4ccco4)nnc3s2)c1	-8	-2	-1	-9	-17	-4	15	4	-17
COC(=O)CC1=NN(c2ccc(OC)cc2)C(=O)C1	-2	2	-2	-7	-10	-15	4	20	14
CC1CCN(C(=O)C2CCN(S(=O)(=O)c3cnc[nH]3)CC2)CC1	2	3	8	-1	4	-5	-9	23	20
CSc1ncccc1C(=O)NCC12CC3CC(CC(C3)C1)C2	6	-3	-1	-1	1	-2	9	9	3
Cc1ccccc1Cn1nc(C)c(NC(=O)c2noc3c2CC(C(C)(C)C)CC3)c1C (stereo unspecified)	-4	1	13	5	1	3	22	6	2
Cc1csc(NC(=O)CSC2=NS(=O)(=O)c3ccccc3N2)n1	-1	2	-9	-6	2	-5	-5	12	15
Cc1cc(OCc2cc(C(=O)NCc3csc(C(C)C)n3)no2)cc(C)c1Cl	-2	1	8	12	-3	10	26	15	6
CCOC(=O)C1=C(N)N(c2ccccc2Oc2ccccc2)C(=O)C1	3	0	14	-1	-5	-4	-4	8	16
CCN(CC)CCCNC(=O)C1c2ccccc2C(=O)N(CCOC)C1c1ccc(F)cc1 (stereo unspecified)	9	-1	4	6	-5	-3	-20	10	11
COc1ccc(C(=O)NC2CCN(S(=O)(=O)c3ccccc3)CC2)cc1	5	0	-3	1	0	-3	4	26	8
O=C(Cc1cccs1)N1CCN(C(=O)C2CCCO2)CC1 (stereo unspecified)	-2	-8	-1	0	2	-8	-11	-5	7
COc1ccc(Cl)cc1NS(=O)(=O)c1cccc(C(=O)NC2CC2)c1	2	1	-7	2	-5	-2	2	-13	7
CC1(C)Cc2sc3c(=O)[nH]c(=S)[nH]c3c2CO1	5	1	-2	14	7	0	-3	5	15
CCOc1ncccc1C(=O)Nc1ccc(C)c(S(=O)(=O)N2CCCCCC2)c1	-1	3	14	4	1	2	20	-7	2
C/C(=N\NC(=S)NC1CCCCC1)c1cccc(Br)c1	-11	1	-22	1	1	8	21	10	11
COc1ccc(OCCSc2ncccn2)cc1	-7	2	2	28	7	-5	15	26	13
Cc1occc1C(=O)NCc1ccc2c(c1)OCO2	-1	-3	-31	18	-7	-13	-9	27	14
CCCCC1(C)OC(=O)C(=Cc2ccc(SC)cc2)C(=O)O1 (stereo unspecified)	-2	3	-1	0	0	13	-11	11	18
O=C(NCC(=O)N(c1cccnc1)C(C(=O)NCc1ccco1)c1ccccc1)c1ccco1 (stereo unspecified)	-7	1	-16	8	-1	0	0	-4	23
CC(C)(C)C(=O)/C=C1\SCC(=O)N1CC(=O)N1CCN(c2ccccc2)CC1	-2	2	-10	7	1	-5	3	3	10
COc1ccccc1NC(=O)C1=C(C)Nc2ncnn2C1c1cccs1 (stereo unspecified)	-6	-1	8	4	0	8	-4	12	12
O=C(Oc1ccc(C(=S)N2CCOCC2)cc1)c1cccc([N+](=O)[O-])c1	-19	-2	-1	5	-10	-3	-1	18	10
COC(=O)c1ccc(Oc2nc(NC(C)C)nc(NC(C)C)n2)cc1	-30	2	22	1	0	-2	-10	7	10
CCOCCOCCC(C(=O)OCC)P(=O)(c1ccccc1)c1ccccc1 (stereo unspecified)	-2	-1	-4	-8	-4	3	2	14	4
COC(=O)c1[nH]c2cccc(C)c2c1NC(=O)CN1CCN(C(=O)c2ccco2)CC1	-4	4	14	6	-4	-9	2	14	-207
Cc1ccccc1Nc1nc(N)nc(COC(=O)[C@@H](NC(=O)c2ccco2)C(C)C)n1	.	1	1	.	.	-2	.	.	18
COc1ccc(/C=C2\SC(=S)N(CC(=O)NC3CCS(=O)(=O)C3)C2=O)cc1 (stereo unspecified)	-3	24	8	7	-19	2	5	11	18
S=C(NC1CCCCCC1)NC1CCCC1	-1	2	0	2	5	-8	6	22	28
NS(=O)(=O)c1ccc(CCNC(=O)c2cc(-c3cc(Cl)ccc3O)n[nH]2)cc1	5	1	-22	-2	-4	4	-1	5	34
COc1cc(S(=O)(=O)N2CCOCC2)ccc1NC(=O)CSc1nnc(N)s1	8	0	-2	-2	0	-3	2	3	2
CCN(C[C@H]1N[C@@](C)(C(=O)OC)[C@H]2C(=O)N(C)C(=O)[C@@H]12)C(=O)Nc1ccc(OC)cc1	17	2	1	-2	10	0	-16	5	10
CCC1=Nc2cc(C(=O)NCc3ccco3)ccc2Sc2ccccc21	0	-4	1	2	2	5	10	6	8
CC(C)CNC(=O)CN1C(=O)NC2(CCCc3ccccc32)C1=O (stereo unspecified)	1	0	-23	1	-4	4	14	11	14
COc1cccc(NC(=O)CN(C)CC(=O)Nc2ccc(Cl)cc2[N+](=O)[O-])c1	-3	0	15	2	2	4	0	22	18
NNC(=O)/C(=C\c1cccs1)NC(=O)c1ccccc1	13	1	-18	1	-1	11	2	5	17
Cc1ccc(OCC(=O)Nc2ccc3oc(=O)ccc3c2)cc1C	-10	0	3	3	7	-1	2	38	-111
COc1ccc(N2CCN(C(=O)c3ccc(SC)cc3OC)CC2)cc1	2	1	-13	-3	-2	3	5	-1	16
COc1ccc(S(=O)(=O)Nc2cccnc2)c(C)c1C	6	-1	15	1	-4	-4	-7	8	-45
C/C=C\C(=O)Nc1cccc(C2=NOC3(C2)C[C@H](C(N)=O)N(C(=O)Cc2ccc([N+](=O)[O-])cc2)C3)c1 (stereo partly specified)	-2	0	0	1	-3	-6	10	15	21

# Continuation.
smiles	SENP6 inh	SENP1 FRET inh	PfG6PD inh	SENP7 block	SENP8 block-1	HKDC1 inh	Apaf-1 inh	NLRP3 yeast inh	SENP8 block-2
COc1ccc2nc(-c3ccccc3)cc(C(=O)OCC(=O)N3CC(C)OC(C)C3)c2c1 (stereo unspecified)	11	-118	35	0	0	13	0	21	i
CCn1c(CNC(=O)c2ccc(OC)c(OC)c2)nnc1SCC(=O)Nc1ccc(OC)cc1	-14	3	-4	-3	-16	-8	-11	5	24
Cc1ccc(-c2csc(-c3cc(C)on3)n2)cc1	-19	1	3	-10	-23	-5	1	18	12
CC1CCN(c2ccc(C(=O)Nc3nnc(C4CC4)s3)cc2[N+](=O)[O-])CC1	17	0	-9	7	5	2	22	-5	0
Cc1cc2oc(=O)cc(CN3CCN(S(=O)(=O)/C=C/c4ccccc4)CC3)c2cc1C	-42	-4	-9	-17	-6	-3	18	-3	-7
Cc1cc(NC(=O)/C=C/c2ccco2)ccc1NC(=O)c1ccccc1	-18	0	7	7	-5	-13	13	13	0
CCOc1ccc2cc(S(=O)(=O)N3CCOCC3)ccc2c1	-4	1	29	-3	-1	3	13	13	14
COc1ccc(NC(=O)C2CC(=O)N(C(C)C)C2)cc1 (stereo unspecified)	-19	2	6	-2	2	-4	-10	9	20
COc1ccc(S(=O)(=O)N2Cc3ccccc3CC2C(=O)N2CCOCC2)cc1OC (stereo unspecified)	-8	0	-2	3	2	-4	0	0	18
NNC(=O)C1COc2cc3ccccc3cc2O1 (stereo unspecified)	-3	1	-2	-10	-11	-2	9	11	2
CCOc1ccc(NS(=O)(=O)c2cc(C)c(C)cc2C)cc1	-17	1	10	6	2	-4	11	25	14
CCCCn1ccnc1C	.	1	1	.	.	-5	.	.	9
CCC(=O)c1ccc(O)cc1	-8	1	22	-4	-5	-1	12	0	8
COc1ccccc1N1CCN(C(=O)C2CCN(S(=O)(=O)c3ccccc3F)CC2)CC1	20	1	5	1	4	-1	-8	17	25
COc1ccc(/C=N/NC(=O)c2ccc(F)cc2)cc1CN1CCc2cc(OC)c(OC)cc2C1C (stereo unspecified)	8	-8	2	10	-5	1	-19	8	-38
O=C(CCNS(=O)(=O)c1cccc2nonc12)NCCc1ccc(Cl)cc1	-10	0	13	-15	2	-3	8	-1	7
O=C(COC(=O)CNS(=O)(=O)c1ccc(Br)cc1Cl)Nc1ccc(N2CCOCC2)cc1	-13	4	1	-8	-7	-1	-8	22	1
COc1ccc(/C=C(\C#N)C(=O)Nc2cc(C)c(Cl)cc2OC)cc1O	-15	-4	-4	3	4	-4	-11	16	-17
